# Screening data as filed in PubChem.
# ssDAF12 agonist = S. stercoralis DAF-12 nuclear receptor activators, primary screen, cell-based, luminescence, HEK293, GRIP1 co-expression, lit1-tk-luc; Nuclear hormone receptor DAF-12 (Strongyloides stercoralis); 1% of 370,000 active; AID 652126, 2013; activation, % at 6.8 µM; HEK293 ssDAF-12/GRIP1 lit1-tk-luc reporter; % of 3 µM dafachronic acid response;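 active = activation above the mean over all tested compounds plus 3 SD, cut at about 0.9% in these data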;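 also: 0% = DMSO-only wells and 100% = 3 µM delta7-dafachronic acid wells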
# hcDAF-12 act = H. contortus DAF-12 nuclear receptor activators, primary screen, cell-based, luminescence, HEK293, lit1-tk-luc reporter; 1.4% of 370,000 active; HEK293 hcDAF-12 lit1-tk-luc reporter; 0% DMSO, 100% Δ7-dafachronic acid; activation, % at 6.8 µM; AID 652067, 2013;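 active = activation above the mean of all tested compounds plus 3 SD, cut at about 5.5% in these data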;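 also: 100% = response to 3 µM Δ7-dafachronic acid high control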
# ADAM17 inh = ADAM17 inhibitors, primary screen, biochemical, QFRET; Disintegrin and metalloproteinase domain-containing protein 17 (Homo sapiens), P78536; recombinant ADAM17, EDANS/DABCYL FRET peptide cleavage; inhibition, % at 6.95 µM; 0.83% of 370,000 active;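 active = inhibition above the mean of compounds lying between control limits plus 3 SD, set per campaign, cut at about 8.5% in these data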;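 also: 0% = DMSO-only wells as the low control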
# DAX1 inh-1 = DAX1 (NR0B1) inhibitors on StAR promoter, primary screen, cell-based, luminescence, SF-1 (NR5A1), full-length DAX-1 | HEK293T StAR-luciferase reporter, SF-1/DAX-1 repression relief | inhibition, % at 6.8 µM | 1.1% of 370,000 active | AID 652010, 2013;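 active = inhibition above the mean over all tested compounds plus 3 SD, cut at about 3.6% in these data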;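 also: 0% = DAX-1 cells with DMSO and 100% = cells lacking DAX-1 with DMSO; higher inhibition means more luminescence from relief of DAX-1 repression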
# DAX1 inh-2 = DAX1 (NR0B1) inhibitors, primary screen, cell-based, HEK293, Gal4-DAX1, luciferase luminescence; HEK293 Gal4-DAX1 luciferase reporter; inhibition, % at 6.75 µM; 0.99% of 340,000 active; AID 504766, 2011;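 active = inhibition above the mean over all tested compounds plus 3 SD, cut at about 4.2% in these data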;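 also: 0% = DAX1-transfected cells with DMSO and 100% = empty-vector control cells with DMSO; inhibition shows as a rise in luminescence from relieved DAX1 repression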
# hgDAF-12 ag = H. glycines DAF-12 receptor agonists, primary screen, cell-based, luminescence, HEK293, GAL4 fusion, UAS-luciferase; activation, % at 6.8 µM; HEK293 GAL4-hgDAF12 UAS-luciferase reporter, agonist luminescence; normalized to butyrate control; Nuclear hormone receptor DAF-12 (Heterodera glycines), GAL4 fusion; 1.8% of 370,000 active;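 active = activation above a cutoff set at the mean of all screened compounds plus 3 SD, cut at about 10% in these data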;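 also: 0% = DMSO wells and 100% = sodium butyrate wells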
# SMARCA2 act = SMARCA2 (BRM) function activators, primary screen, cell-based, luminescence, high throughput; MG213 cells, MMTV-luciferase reporter, dexamethasone, overnight; activation, % at 9.1 µM; 1% of 370,000 active; AID 652017, 2013; in the data active = activation above about 7.8%;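 also: 0% = vehicle wells and 100% = reference activator wells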
# PLCg1 inh = PLC-gamma1 enzyme inhibitors, primary screen, biochemical, fluorescence, purified enzyme | 1-phosphatidylinositol 4,5-bisphosphate phosphodiesterase gamma-1 (Homo sapiens), P19174 | fluorogenic substrate | inhibition, % at 12.2 µM | 0.84% of 370,000 active | AID 720700, 2013; in the data active = inhibition above about 9.5%
# Rev-erbA mod = modulators of Rev-erb alpha DNA binding, primary screen, biochemical, FITC-DNA, fluorescence polarization, uHTS; 0.79% of 370,000 active; activity, % at 10 µM; Nuclear receptor subfamily 1 group D member 1 (Homo sapiens), P20393; Rev-erbα–FITC-DNA binding, 90 min;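 active = activity above about 14%, limit read from the data; passing the limit was not always enough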;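 also: 0% = DMSO wells with 35 nM protein and 100% = DMSO wells with 750 nM protein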
# PLC-beta3 inh = human PLC-beta3 inhibitors, primary screen, biochemical, fluorescence; 1-phosphatidylinositol 4,5-bisphosphate phosphodiesterase beta-3 (Homo sapiens), Q01970; Purified PLC-beta3, fluorogenic substrate; inhibition, % at 12.2 µM; 0.18% of 370,000 active; AID 720704, 2013; in the data active = inhibition above about 11%;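 also: 0% = median of compound wells on plate and 100% = full blocker control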
# MBD2 inh = inhibitors of MBD2 binding to methylated DNA, primary screen, biochemical, TR-FRET, DNA-binding domain, human; MBD2 binding to methylated oligonucleotide; Methyl-CpG-binding domain protein 2 (Homo sapiens), Q9UBB5; 0.31% of 370,000 active; AID 686964, 2013; inhibition, % at 4.4 µM; in the data active = inhibition above about 13%
# * hit, by the source's call; / = no result given.
compound	ssDAF12 agonist	hcDAF-12 act	ADAM17 inh	DAX1 inh-1	DAX1 inh-2	hgDAF-12 ag	SMARCA2 act	PLCg1 inh	Rev-erbA mod	PLC-beta3 inh	MBD2 inh
COc1ccc(NC(=O)CS(=O)(=O)c2ccccc2)cc1	-0.9	-0.6	-4	-0.5	0.7	2.6	1	4	-2	-6	3
O=C(CSc1nc2ccccc2n1-c1ccccc1)NCC1CCCO1 (stereo unspecified)	-0.6	-1.5	-1	-0.6	-0.4	-0.9	0	1	9	0	-4
Cc1cc(NC(=O)CCC(=O)N(C(C(=O)NC(C)(C)C)c2ccccc2Cl)C(C)(C)C)no1 (stereo unspecified)	-1.2	-1.1	0	0.0	-0.1	-1.3	-2	-1	-4	-3	6
CC(C)[C@H](NC(=O)N1c2ccccc2NC(=O)[C@@H]1C(C)C)C(=O)N[C@@H](C(=O)O)c1ccccc1	-1.6	-0.1	-2	0.2	4.5*	3.5	-2	5	3	5	-6
Cc1nnc(-c2ccccc2)nc1N1CCOCC1	-0.6	-0.7	-2	-0.5	0.4	-0.8	0	8	-4	1	6
Nc1nnc(-c2ccccc2)c(-c2ccccc2)n1	-1.2	-1.9	-5	-1.2	-0.3	-2.8	-1	-4	0	-4	-1
CCOC(=O)c1c(NC(=O)c2nc3n(n2)C(C(F)F)CC(C)N3)sc2c1CCCC2 (stereo unspecified)	-1.0	-1.5	-7	0.4	-1.0	0.4	-3	-51	22*	-53	1
COc1ccccc1N(C)S(=O)(=O)c1ccc(C(=O)O)cc1	-2.2	-0.3	1	1.3	0.6	-0.2	-1	1	-4	-6	-1
CC/C(=N\NC(=O)Cc1ccc(Br)cc1)c1cccs1	-1.0	2.1	2	-0.1	-0.4	1.5	6	0	-5	-5	-4
CC1CCN(C(=S)Nc2ccc3nc4n(c(=O)c3c2)CCCCC4)CC1	-1.1	-2.1	-42	-1.3	-0.2	-3.0	-2	-23	-4	-27	0
C#CCOCCOCCOCCNc1nc(N2CCN(C(=O)[C@H](CCCN=C(N)N)n3cc(C(N)[C@H](C)CC)nn3)CC2)nc(N2CCN(C(=O)[C@H](CC(N)=O)n3cc(C(N)[C@@H](C)CC)nn3)CC2)n1 (stereo partly specified)	-1.2	-0.1	-3	0.2	-0.6	4.4	-3	1	-7	2	7
Fc1ccc(-c2nnc(SCc3ncc(-c4ccccc4)o3)n2CC2CCCO2)cc1 (stereo unspecified)	-0.9	-1.8	1	-1.0	-0.5	1.1	-2	2	3	1	3
CC1CCN(c2ccc3c(c2)S(=O)(=O)c2cccc(C(=O)NCc4ccc(F)cc4)c2C3=O)CC1	-1.2	1.8	0	-0.8	2.9	1.7	2	-4	6	-8	-5
Cc1ccc(C(=O)OCC(=O)Nc2sc3c(c2C#N)CCCC3)cc1NC(=O)c1ccco1	-0.7	2.4	5	-0.1	0.6	0.2	3	-6	3	-8	1
CC(C)(C)C1CCC(=NNC(=O)c2cc(-c3ccccc3)n[nH]2)CC1 (stereo unspecified)	-1.0	0.1	1	-0.3	-0.8	6.3	-2	-1	-1	-1	3
O=C(NCc1ccccc1Cl)C1CCN(S(=O)(=O)c2ccc(N3CCCC3=O)cc2)CC1	-1.2	-1.5	0	0.3	0.1	0.5	1	2	-4	4	2
Cc1cc(C)n(-c2nc(NC(C)C)nc(NC(C)C)n2)n1	-1.6	0.0	4	-1.7	0.6	-4.0	-2	3	-6	5	-4
CCn1c(SCC(=O)N2CCOCC2)nnc1-c1cccs1	-0.4	-1.3	-2	-0.5	-0.2	1.2	-2	-2	-1	0	1
CC(=O)c1cccc(NC(=O)c2ccc(N(Cc3ccccc3C)S(C)(=O)=O)cc2)c1	-1.1	-2.3	3	-1.4	-1.4	-0.8	-1	6	0	0	8
COc1ccc([N+](=O)[O-])cc1NC(=O)c1ccc(CN(c2ccc(C)c(C)c2)S(C)(=O)=O)cc1	-1.7	-1.7	6	-0.7	-0.4	-4.1	-1	-1	5	-2	-8
Oc1ccccc1-c1csc(-c2ccccc2)n1	5.1*	14*	-2	2.3	4.9*	20*	2	0	-6	-3	-2
CCCCn1c(N)c(N(CCOC)C(=O)c2cc3c(s2)CCCCC3)c(=O)[nH]c1=O	-0.8	-0.7	-2	-1.3	-1.1	1.4	0	-6	8	-9	-4
Cc1ccc(C(=O)OCC(=O)NC(=O)c2cccn2C)cc1	-0.5	0.0	4	0.3	0.2	1.6	-2	4	5	-1	-4
O=C(NCc1ccccc1)c1cc(C2CCCN(S(=O)(=O)c3ccccc3)C2)on1 (stereo unspecified)	-1.2	-0.7	1	-1.6	/	-0.3	-4	2	-2	3	0
O=C(CNc1cc(S(=O)(=O)N2CCCC2)ccc1OCC(F)(F)F)Nc1ccc(SC(F)F)cc1	-2.5	-4.1	16*	-2.2	-2.7	-1.7	-2	3	-1	5	-3

# Record cards (already shown). Values in the order: ssDAF12 agonist	hcDAF-12 act	ADAM17 inh	DAX1 inh-1	DAX1 inh-2	hgDAF-12 ag	SMARCA2 act	PLCg1 inh	Rev-erbA mod	PLC-beta3 inh	MBD2 inh
# Nc1nnc(-c2ccccc2)c(-c2ccccc2)n1 is entered as -1.2	-1.9	-5	-1.2	-0.3	-2.8	-1	-4	0	-4	-1
# CC1CCN(c2ccc3c(c2)S(=O)(=O)c2cccc(C(=O)NCc4ccc(F)cc4)c2C3=O)CC1 is entered as -1.2	1.8	0	-0.8	2.9	1.7	2	-4	6	-8	-5
# CCn1c(SCC(=O)N2CCOCC2)nnc1-c1cccs1 is entered as -0.4	-1.3	-2	-0.5	-0.2	1.2	-2	-2	-1	0	1
# CC(C)(C)C1CCC(=NNC(=O)c2cc(-c3ccccc3)n[nH]2)CC1 (stereo unspecified) is entered as -1.0	0.1	1	-0.3	-0.8	6.3	-2	-1	-1	-1	3
# CCCCn1c(N)c(N(CCOC)C(=O)c2cc3c(s2)CCCCC3)c(=O)[nH]c1=O is entered as -0.8	-0.7	-2	-1.3	-1.1	1.4	0	-6	8	-9	-4

# (listing goes on)
compound	ssDAF12 agonist	hcDAF-12 act	ADAM17 inh	DAX1 inh-1	DAX1 inh-2	hgDAF-12 ag	SMARCA2 act	PLCg1 inh	Rev-erbA mod	PLC-beta3 inh	MBD2 inh
O=C1N(Cc2ccccc2)CCCC12CCCN(Cc1ccccc1)C2=O	-1.2	-2.9	2	-0.2	0.4	-1.3	-2	0	-1	-2	-2
COc1ccc(CNC(=O)C2CCC(CNC(=O)[C@@H]3Cc4ccccc4CN3)CC2)cc1 (stereo partly specified)	-0.9	-1.8	-1	0.0	-0.1	-2.1	-1	1	-1	-9	2
Cc1ccc(S(=O)(=O)N2CCOCC2)cc1C(=O)Nc1ccc(-c2cn3ccsc3n2)cc1	-1.6	-1.9	-1	-2.6	-1.4	-3.4	-1	-1	-1	-1	-4
O=C(Oc1ccc(F)cc1C(=O)/C=C/c1cccs1)c1cccc([N+](=O)[O-])c1	-1.2	-0.1	3	0.1	-0.1	-3.1	5	-7	-5	-89	3
CCNC(=S)/N=C(\N)Nc1nc(C)c2cc(C)ccc2n1	-0.2	6.6*	-2	4.3*	4.6*	14*	5	-1	0	-2	-5
COc1ccc(C(=O)N2CCC[C@@H]2C(=O)N2CCC[C@@H]2C(=O)NCc2ccccc2)cc1F	-0.2	1.1	-5	-0.5	/	-0.5	-4	1	5	-3	4
CCCN(CCC)CC(O)Cn1c2ccccc2c2ccccc21 (stereo unspecified)	-1.7	0.1	-7	-0.5	1.6	-1.9	-4	0	0	-5	4
C[C@@H]1CN([C@H](C)CO)C(=O)CCCn2nncc2CO[C@@H]1CN(C)S(C)(=O)=O	-0.8	-2.0	-4	1.0	0.5	3.1	-4	-1	4	0	7
COC(=O)c1ccc(C(C(=O)NC2CCCCC2)N(Cc2ccc(F)cc2)C(=O)Cc2cccs2)cc1 (stereo unspecified)	-1.3	-2.6	0	0.3	-0.5	-2.6	-4	2	-1	-2	-2
CC(C)CNC(=O)c1cc([N+](=O)[O-])ccc1N1CCCCC1	-1.5	-0.4	1	-0.2	-0.1	1.0	3	-1	1	3	-6
CCCOc1cccc(C2C(C(=O)c3cc4ccccc4o3)=C(O)C(=O)N2c2cc(C)on2)c1 (stereo unspecified)	-0.6	4.3	1	-0.7	0.3	3.6	-2	-20	2	-30	-3
Cc1noc(C)c1NC(=O)N(C)C[C@H]1OCc2cnnn2CCCC(=O)N([C@@H](C)CO)C[C@H]1C	-1.0	0.7	-4	0.0	1.1	0.2	-3	1	2	5	3
CC(=O)c1cccc(CN2CCCC(CCC(=O)NCc3ccc(F)c(F)c3)C2)c1 (stereo unspecified)	-1.0	2.1	-1	-0.4	0.1	-1.9	-2	0	5	0	6
Cc1cc(S(=O)(=O)N2CCN(c3ccccc3C)CC2)ccc1F	-1.8	-0.7	-1	-1.5	0.2	0.0	-1	0	2	-6	-1
O=C(O)c1cc(NS(=O)(=O)c2ccc(NC3CCCCC3)c([N+](=O)[O-])c2)cc(C(=O)O)c1	-1.5	-0.1	-4	0.4	2.5	2.3	-5	-2	6	-7	-7
CCC(C)(C)n1nnnc1C(c1cccs1)N1CCN(Cc2ccccc2)CC1 (stereo unspecified)	-1.6	2.3	-3	-0.3	-0.8	0.2	-3	-2	1	1	1
CCOc1cc(OCC)cc(C(=O)N2CCC[C@H]2C(=O)N2CCC[C@H]2C(=O)NCc2ccc(F)cc2F)c1	-0.8	-1.4	-3	0.8	/	0.0	-6	-2	-2	4	6
Cc1ccc(-n2cc(C(C)(C)C)[nH]c2=S)cc1	-1.0	1.3	-4	0.5	0.2	1.8	1	0	6	-2	3
Cc1ccc(S(=O)(=O)NNC(=O)c2ccccc2O)cc1	-1.5	-1.1	-4	0.1	-0.8	-0.2	-1	-1	5	-1	2
O=C(N/N=C/c1ccc(-c2ccccc2[N+](=O)[O-])o1)c1cncc(Br)c1	-1.4	-2.1	1	-1.9	-1.4	-7.2	-2	-14	3	-13	0

# Rows are unselected; any-hit rate near 7.4%.
